OX1R antag-1: blocks the human orexin 1 receptor | O43613 | 330,000 compounds, 0.43% hits | CHO/OX1R cells, Fluo-8 calcium fluorescence, orexin A | AID 434989 | inhibition, % at 5 µM;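 active means inhibition above its plate's threshold, mean inhibition of all tested compounds on the plate plus 3 SD, cut at about 37% in these data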;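 further: 0% = orexin A challenge wells and 100% = SB-334867-A antagonist wells; not every result past the cut was called active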
Target sequence (O43613 whole entry, looked up): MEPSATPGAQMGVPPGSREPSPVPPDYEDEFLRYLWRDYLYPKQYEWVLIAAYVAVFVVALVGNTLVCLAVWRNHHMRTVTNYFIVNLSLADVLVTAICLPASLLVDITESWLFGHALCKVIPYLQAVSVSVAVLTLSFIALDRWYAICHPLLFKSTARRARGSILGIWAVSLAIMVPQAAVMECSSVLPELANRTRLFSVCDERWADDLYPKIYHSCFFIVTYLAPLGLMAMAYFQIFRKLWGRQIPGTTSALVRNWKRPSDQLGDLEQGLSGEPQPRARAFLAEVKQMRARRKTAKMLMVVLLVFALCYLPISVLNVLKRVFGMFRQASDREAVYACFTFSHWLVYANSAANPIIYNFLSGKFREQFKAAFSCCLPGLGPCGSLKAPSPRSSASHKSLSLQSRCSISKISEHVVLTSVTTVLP
OX1R antag-2: OX1R (human) antagonism | 330,000 compounds, 1.8% hits | OX1R-expressing cells, FRET antagonist read-out | inhibition, % at 6.6 µM | AID 485270; in the data active means inhibition mostly above about 38%, no sharp cut-off; inactive means mostly below about 40%;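 further: 0% = agonist challenge alone and 100% = reference antagonist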
An asterisk follows results filed as active.

cpd | SMILES | OX1R antag-1 | OX1R antag-2
1 | COc1ccc(C2NCCc3c2[nH]c2ccccc32)cc1COc1ccc(F)cc1 (centres undefined) | 19 | -3
2 | COC(=O)c1sc2ncn(N)c(=O)c2c1C | -2 | 3
3 | CCn1ccc(C(=O)Nc2ccc(N(C)C(C)=O)cc2)n1 | -4 | -1
4 | O=C(CN1C(=O)c2ccccc2S1(=O)=O)N1CCN(c2cccc(Cl)c2)CC1 | -1 | 16
5 | CN(C)C(=O)c1c(-c2ccccc2)oc2ccc(O)cc12 | -20 | 49
6 | CC(C)c1nc2oc3ccccc3c(=O)c2c(=O)n1-c1ccccc1 | -7 | 11
7 | O=C(Nc1ccc(Br)cc1)c1cnccn1 | 2 | 7
8 | Cn1ccnc1SCC(=O)Nc1ccc(Cl)cn1 | -6 | 7
9 | CSCCC(NC(=O)c1ccccc1)C(=O)Nc1ccncc1 (centres undefined) | -3 | 8
10 | CCOC(=O)N1CCN(C(=O)CSc2nnc(-c3cccc(OC)c3)o2)CC1 | -52 | 7
11 | Cc1cc(C)cc(N=c2c([N+](=O)[O-])nn(-c3ccc(Cl)cc3)n2O)c1 | -31 | 32
12 | CCOc1ccc(S(=O)(=O)Nc2cccc(N(C)S(C)(=O)=O)c2)cc1 | 22 | 33
13 | Cc1ccc2nc3n(c(=O)c2c1)-c1ccc(Cl)cc1C(=O)NC3CC(C)C (centres undefined) | -7 | 0
14 | Oc1cc2ccccc2cc1-c1nnc2n1-c1ccccc1SC2 | -5 | 23
15 | O=C(COc1ccc(Br)cc1)OCC(=O)N1CCOCC1 | -7 | 3
16 | COc1ccccc1N1CCN(S(=O)(=O)c2cccc3nsnc23)CC1 | -7 | 13
17 | COc1ccc(CCNC(=O)CSc2nc3ncccc3[nH]2)c(OC)c1 | -7 | 15
18 | COc1cccc(C(C(=O)NCc2ccco2)N(C(=O)Cn2nnc3ccccc32)C2CC2)c1OC (centres undefined) | -25 | 6
19 | COc1cc(Nc2ncnc(N)n2)cc(OC)c1OC | -17 | 4
20 | Cc1ccccc1-c1nc(CN2CCC(C(=O)NCCCN3CCCC3)CC2)c(C)o1 | 9 | 3
21 | CCc1nnc(NC(=O)c2ccc(N3C(=O)CCC3=O)cc2)s1 | -18 | 5
22 | O=C1N2CCSC2=NC1(Nc1nccs1)C(F)(F)F (centres undefined) | 29 | 48*
23 | O=C(c1ccccc1Cl)N1CCN(Cc2ccc3c(c2)OCO3)CC1 | -10 | 7
24 | O=C(c1ccc(NC(=O)C(c2ccccc2)c2ccccc2)cc1)c1ccc(C(=O)O)c(C(=O)O)c1 | -14 | -11
25 | O=C(NCC(c1ccc(F)cc1)N1CCOCC1)c1cc(F)c(F)c(F)c1F (centres undefined) | -20 | 10
26 | CCOc1ccc(Br)cc1CNCCN1CCOCC1 | -2 | 15
27 | CCOC(=O)c1c(NC(C)=O)sc2c(O)cccc12 | -10 | 16
28 | O=C(Nn1cnc2ccccc2c1=O)c1c(F)cccc1F | 7 | 1
29 | O=C(N/N=C\c1ccc(O)c([N+](=O)[O-])c1)c1ccccc1-n1cccc1 | -4 | 23
30 | COc1ccc(N2CCN(Cc3nc4cc(Cl)ccc4c(=O)[nH]3)CC2)cc1 | -14 | 24
31 | Cc1ccc(-c2ccc(/C=N/NC(=O)Cc3nnc(N)s3)o2)cc1Cl | 1 | 15
32 | O=C(Oc1ccccc1)c1ccc(COC(=O)c2cnccn2)cc1 | -4 | -5
33 | COc1ccccc1N(CC1CO1)S(=O)(=O)c1ccccc1 (centres undefined) | 2 | 12
34 | Cc1ccc2c(COC(=O)CNC(=O)c3ccco3)cc(=O)oc2c1C | -11 | 13
35 | COC(=O)c1cc(OC)c(OC)cc1NC(=O)c1csc(C)c1 | -42 | 27
36 | CC1(c2ccccc2)NC(=O)N(CC(=O)Nc2ccc(S(=O)(=O)Nc3ncccn3)cc2)C1=O (centres undefined) | -8 | 6
37 | O=C(NCc1ccco1)C12CC3CC(CC(C3)C1)C2 | 2 | 19
38 | Cc1cccc(N(Cc2cc3ccc(C)cc3[nH]c2=O)S(=O)(=O)c2ccccc2)c1 | -44 | 12
39 | Cc1nn(Cc2ccccc2)c(C)c1NC(=O)CSc1nc(C2CC2)nc2c1cnn2-c1ccccc1 | -26 | 7
40 | Cc1noc(C)c1S(=O)(=O)N1CCCCC1 | -3 | 20
41 | COc1ccccc1C1/C(=C(/O)c2ccccc2)C(=O)C(=O)N1CC(C)O (centres undefined) | -15 | 10
42 | COc1cc(Nc2ccccc2Cl)c([N+](=O)[O-])nc1[N+](=O)[O-] | -8 | 41*
43 | Cc1ccc(C(=O)CSc2nnc(-c3ccccc3N)n2C)cc1 | -9 | 9
44 | COCc1cc(N2CCOCC2)nc(SCc2ccc(Cl)cc2)n1 | -5 | 17
45 | CCCCN1C(=N)N([C@@H](CCC)CN2CCC[C@H]2CN2C(N)=NC[C@H]2CC(C)C)C[C@H]1Cc1ccccc1 | -19 | 0
46 | Cc1cc(=O)oc(C)c1C(=O)Nc1cccc2nonc12 | -18 | 21
47 | O=C(NCc1ccccc1)c1cc(-c2cccs2)on1 | -12 | 14
48 | O=C(Cc1cccs1)NCCS(=O)(=O)N1CCN(c2ccccc2F)CC1 | -18 | 20
49 | CC(=O)c1ccc(NC(=O)CSC(=S)N2CCCC2)cc1 | -16 | 6
50 | O=C(Nc1nc2ccccc2s1)c1cccc(N2C(=O)CCC2=O)c1 | -9 | 5
51 | COCCOC(=O)C1=C(C)N=C2SCCC(=O)N2C1c1cccs1 (centres undefined) | -7 | 4
52 | CC(c1nnc(SCC(=O)c2c(N)n(C)c(=O)n(C)c2=O)n1-c1ccc(Cl)cc1)N(C)C (centres undefined) | -5 | 2
53 | O=P(c1ccccc1)(c1ccccc1)C(c1ccco1)N1CCOCC1 (centres undefined) | -20 | 15
54 | O=C1c2c(O)cc(O)cc2O[C@H](c2ccc(O)c(O)c2)[C@H]1O | 7 | 14
55 | Cc1cc(OC(=O)c2c(Cl)cc(Cl)cc2Cl)nc(C)n1 | -8 | 16
56 | O=C(CSCc1ccc([N+](=O)[O-])cc1)NC1CC2CCC1C2 (centres undefined) | -30 | 12

More results
cpd | SMILES | OX1R antag-1 | OX1R antag-2
57 | CC1=NN(C(=O)COc2ccc(C)c(C)c2)C(O)(c2ccc(Cl)cc2)C1 (centres undefined) | -25 | 8
58 | CSc1nc(Sc2ccccc2Cl)c2ccccc2n1 | -22 | 17
59 | O=C(CCC(=O)c1ccc(Oc2ccccc2)cc1)Nc1ccc(C(=O)O)cc1 | -3 | 11
60 | CCCNC(=O)CCC(NS(=O)(=O)c1ccc(C)cc1)C(=O)NCCC (centres undefined) | -19 | 2
61 | CCCN1C[C@H](CSC)C[C@@H]2c3cccc4[nH]cc(c34)C[C@H]21 | -24 | 10
62 | C[C@@H]1CC[C@H](O)/C=C/C(=O)O[C@H](C)CC[C@H](O)/C=C/C(=O)O1 | -8 | 6
63 | CCn1ncc(CNC(=O)CCSc2nc(-c3ccco3)cc(C(F)(F)F)n2)c1C | -32 | 15
64 | O=C(NCCN1CCCCC1)c1ccco1 | -6 | 1
65 | CC1C(=O)C(C)C(c2ccc([N+](=O)[O-])cc2)NC1c1ccc([N+](=O)[O-])cc1 (centres undefined) | -18 | 29
66 | CCOC(=O)Cc1csc(NC(=O)c2sc3nc4c(C)cc(C)cc4cc3c2N)n1 | -27 | 16
67 | Cc1ccc(-n2c(SCn3nnc4ccccc4c3=O)nnc2-c2cccnc2)c(C)c1 | -10 | 3
68 | CCCCn1c(SCC(=O)Nc2nnc(C(C)C)s2)nc2c1c(=O)n(C)c(=O)n2C | -19 | 8
69 | CC(C)CCc1noc(CN2CCC(CCN3CCCC3=O)CC2)n1 | -14 | 15
70 | CCc1cc(=O)[nH]c(-n2[nH]c(-c3ccccc3)cc2=O)n1 | -18 | 14
71 | CCCc1[nH]nc2c1C1(CCN(C(=O)OCc3ccccc3)CC1)C(C#N)=C(N)O2 | -7 | 9
72 | COc1cc(C(=O)N/N=c2/sc3ccccc3n2C)cc(OC)c1OC | -19 | 6
73 | CC1CCN(S(=O)(=O)c2ccc(C(=O)NCc3ccco3)cc2)CC1 | 6 | 0
74 | CCCC1C2C(=O)N(c3ccc(OC)cc3)C(=O)C2ON1c1ccccc1 (centres undefined) | -26 | 11
75 | Cc1ccc(OCCSCc2nnc(NC(=O)Nc3cccc(Cl)c3)s2)cc1 | -20 | 14
76 | COc1ccc(/C=N\NC(=O)c2cccc([N+](=O)[O-])c2)cc1Cn1cc([N+](=O)[O-])cn1 | -13 | 19
77 | Cc1ccc(C)c(S(=O)(=O)N2CCN(C(=O)c3cnccn3)CC2)c1 | -10 | 18
78 | O=C(CSc1nnc(CNc2ccccc2)o1)c1ccc2c(c1)OCCO2 | -10 | 10
79 | COc1ccc(C(=O)NCCSc2ccccc2)cc1OC | -10 | 15
80 | Cn1cnc2c(N/N=C/c3cccs3)ncnc21 | -6 | 3
81 | CC(C)CCNC(=O)C1CCN(S(=O)(=O)c2ccc3c(c2)CCC(=O)N3)CC1 | -5 | 6
82 | COc1ccc(-c2c(NC(=O)c3ccco3)oc3ccc(Cl)cc3c2=O)cc1 | -21 | 12
83 | Cc1cc(-c2nc(C)c(C(=O)NNC(=O)NC(C)C)s2)no1 | 12 | 8
84 | CN(C(=O)c1ccc(N2CCOCC2)c([N+](=O)[O-])c1)C1CCCCC1 | -4 | 14
85 | CCCOc1ccc(/C(O)=C2/C(=O)C(=O)N(CCCn3ccnc3)C2c2cccnc2)cc1 (centres undefined) | -19 | 4
86 | C[C@H]1CN([C@@H](C)CO)C(=O)Cc2cc(NS(=O)(=O)c3cn(C)cn3)ccc2O[C@@H]1CN(C)C(=O)Nc1ccc(F)cc1 | 0 | 12
87 | C=CCC[C@@H](Cc1ccc(F)cc1)C(=O)OCCNC(=O)[C@@H](CC=C)CC(=O)N(CCO)Cc1ccccc1 | -16 | 19
88 | CCN(CC)CCCNC(=O)c1cc(-c2ccc(Cl)c(Cl)c2)on1 | -16 | 9
89 | O=C(COc1ccccc1Br)N1CCN(C(=O)c2cccs2)CC1 | -16 | 3
90 | Cc1cc(C)n2nc(-c3cnn(C)c3C(F)(F)F)cc2n1 | -21 | 18
91 | COc1ccc(OCCCCn2c(CO)nc3ccccc32)cc1 | -22 | 0
92 | N#C/C(=N\Nc1ccc(S(=O)(=O)N2CCc3ccccc32)cc1)C(N)=S | -4 | 106*
93 | COc1ccc(CCNC(=O)COC(=O)C23CC4CC(CC(Br)(C4)C2)C3)cc1 | -32 | 11
94 | O=S(=O)(c1cccs1)N1CCN(c2ccc(F)cc2)CC1 | -9 | 30
95 | O=C(Nc1ccccc1-c1nc2ccccc2[nH]1)c1sc2ccccc2c1Cl | -2 | 8
96 | O=C(NCc1ccc(F)cc1)C1CCC(CNS(=O)(=O)c2ccccc2)CC1 (centres undefined) | -8 | 10
97 | Cc1ccccc1-c1nnc(SCc2ccc(F)cc2)o1 | -16 | 6
98 | COc1ccccc1/C=N/N1CCN(c2ccc(Cl)cc2)CC1 | -26 | 24
99 | CCN(Cc1ccccc1)C(=O)c1c[nH]c2ccc(S(=O)(=O)N(C)CCC#N)cc2c1=O | 6 | 20
100 | CCCCN(C(=O)c1cc2c(s1)CCCC2)c1c(N)n(CCC)c(=O)[nH]c1=O | -1 | 0
101 | Cc1ccc(NC(=O)c2ccc(Oc3ncccn3)cc2)cc1 | -1 | 8
102 | CCC(C)CCN1C(Nc2ccccc2)=NC[C@@H]1C (some centres undefined) | -10 | 23
103 | CC(NC(=O)C(C)(C)C)c1nc2ccccc2n1C (centres undefined) | -12 | 8
104 | N#C/C(=C\c1ccc(N2CCOCC2)cc1)c1ccccc1 | -30 | 4
105 | CN(C)S(=O)(=O)c1ccc(C(=O)NCCc2ccco2)cc1 | -14 | 20
106 | NC(=O)Cc1ccc(Nc2nnc(-c3ccccc3)c3ccccc23)cc1 | -12 | 20
107 | CCOC(=O)CC1=NN(c2ccccc2)C(=O)C1 | -20 | 16
108 | COCCNC(=O)COc1cccc(Oc2ccccc2)c1 | -22 | 11
109 | CC(C)Nc1ncnc2c1nnn2Cc1ccccc1 | -14 | 9
110 | CN(CC(=O)Nc1ccc(Cl)c(C(F)(F)F)c1)C(=O)CC1Sc2ccccc2NC1=O (centres undefined) | -10 | 18
111 | c1ccc(Cc2nnc3sc(-c4cccnc4)nn23)cc1 | -6 | 11
112 | Cc1nc2ccccc2n1CC(=O)NC(C)C1CC2CCC1C2 (centres undefined) | -24 | 41

The list continues:
cpd | SMILES | OX1R antag-1 | OX1R antag-2
113 | CC(NCc1cc(Br)ccc1OCC(=O)NCc1ccccc1)c1ccccc1 (centres undefined) | 5 | 15
114 | COc1cc(COCC(O)CN2CCN(Cc3ccccc3)CC2)cc(OC)c1OC (centres undefined) | -28 | 26
115 | CCN(CC)CCCN1C(=O)CSC1c1ccc([N+](=O)[O-])cc1 (centres undefined) | -13 | 58
116 | NC(=O)C1=C[C@@H](C2CCCCC2)C[C@@H](OCCCCO)O1 | -2 | 14
117 | COCCCn1c(SCc2nnc(-c3ccc(OC)c(OC)c3)o2)nc2ccccc2c1=O | -33 | 8
118 | CN1CCN(C(=O)c2ccc(Oc3ccc([N+](=O)[O-])cc3)cc2)CC1 | 0 | 45
119 | O=C(NCc1ccc(Cl)cc1)C1CCCN(c2cnccn2)C1 (centres undefined) | 13 | 13
120 | CC(=O)Nc1sc2c(c1C(c1ccc(Cl)cc1)N1CCOCC1)CCCC2 (centres undefined) | -25 | 4
121 | O=C(O)CCCNC(=O)c1cncc(O)c1 | 2 | 7
122 | O=S(=O)(Cc1ccccc1)NCc1cccnc1 | -12 | 12
123 | Cc1ccc(-c2cc(C(=O)NCCCN3CCCC3)c3ccccc3n2)cc1C | -18 | 5
124 | O=C1CCN(S(=O)(=O)c2cc(C(F)(F)F)ccc2Cl)CC1 | -5 | 0
125 | O=C(NCCCN1CCOCC1)C(=O)NCc1ccccc1Cl | -10 | 20

Screening data (PubChem BioAssay)
